Bioassay records as filed in PubChem BioAssay.
Gal4-VP16 FLuc = counter-screen for ROR gamma inhibitors: Gal4-VP16 reporter; Drosophila S2 Gal4-VP16 UAS-luciferase, luminescence, 20 h; Potency, µM (highest dose often 53.6 µM), for the others: top-dose activity, negative = inhibition, usual class: inhibitors; 310,000 tested, 3.5% active; AID 2546;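 also: Gal4-VP16 expression switched on by copper sulfate through the metallothionein promoter; potency is read from the fitted curve at half-maximal effect; % is scaled to controls: 0 for no effect and ±100 for the full control effect; nearly all actives have a fitted effect of over 50% in size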
ELG1 genotox = induces genotoxicity in HEK293T cells with luciferase-tagged ELG1; HEK293T ELG1-luciferase reporter, luminescence, 16 h; Potency, µM (top dose mostly 46 µM), for the others: top-dose activity change, positive = activation, most hits filed as activators; 330,000 tested, 1.3% active; AID 504466; also: potency is read from the fitted curve at half-maximal effect; % of control where 0% means no effect; nearly all actives have a fitted effect of over 60% in size
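HEK293T cells expressing luciferase-tagged ELG1 were exposed to compound or DMSO vehicle for 16 hr at 37 °C and 5% CO2. Luciferase activity was then measured with ONE-Glo after 30 min at room temperature.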
NPC1 promoter act = activators of NPC1 promoter; Huh7 NPC1 promoter luciferase reporter, 24 h; Potency, µM (doses to about 9.22 µM), for inactives: top-dose activation, most hits filed as activators; 320,000 tested, 2.4% active; AID 485313;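 also: potency is read from the fitted curve at half-maximal effect; % of control where 0% means no effect; nearly all actives have a fitted effect of over 60% in size; reporter is driven by a mutant NPC1 promoter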
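Luminescence from an NPC1 promoter-driven luciferase reporter in stably transfected Huh7 cells was measured after 24 h compound treatment at 37 °C, followed by 10 min ambient incubation with luciferase detection reagent.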
Giardia killer = kills Giardia lamblia | activity change, % at 7.66 µM, hits read low | Giardia lamblia trophozoite viability | AID 540267 | 340,000 tested, 0.15% active; in the data active = activity change below about -80%; inconclusive = between about -30% and that limit;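 also: parasites exposed to compound for two days anaerobically before the ATP read; % is scaled to controls: 0 for no effect and ±100 for the full control effect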
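Compounds were tested on trophozoites seeded at 100 cells/well and held 48 hrs at 37 deg C anaerobically. An ATP-based luminescent kit measured the remaining live cells.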
RORgamma inh = blocks mouse ROR gamma transcriptional activity | P51450 | Drosophila S2 Gal4-RORgamma UAS-luciferase reporter, 20 h | Potency, µM (doses to about 53.6 µM), inactives show at the top dose activity change, negative = inhibition, hits mostly inhibitors | 310,000 tested, 5.4% active; also: potency is read from the fitted curve at half-maximal effect; % is scaled to controls: 0 for no effect and ±100 for the full control effect; nearly all actives have a fitted effect of over 60% in size
Target sequence (P51450 whole entry, looked up, the tested form may be a part): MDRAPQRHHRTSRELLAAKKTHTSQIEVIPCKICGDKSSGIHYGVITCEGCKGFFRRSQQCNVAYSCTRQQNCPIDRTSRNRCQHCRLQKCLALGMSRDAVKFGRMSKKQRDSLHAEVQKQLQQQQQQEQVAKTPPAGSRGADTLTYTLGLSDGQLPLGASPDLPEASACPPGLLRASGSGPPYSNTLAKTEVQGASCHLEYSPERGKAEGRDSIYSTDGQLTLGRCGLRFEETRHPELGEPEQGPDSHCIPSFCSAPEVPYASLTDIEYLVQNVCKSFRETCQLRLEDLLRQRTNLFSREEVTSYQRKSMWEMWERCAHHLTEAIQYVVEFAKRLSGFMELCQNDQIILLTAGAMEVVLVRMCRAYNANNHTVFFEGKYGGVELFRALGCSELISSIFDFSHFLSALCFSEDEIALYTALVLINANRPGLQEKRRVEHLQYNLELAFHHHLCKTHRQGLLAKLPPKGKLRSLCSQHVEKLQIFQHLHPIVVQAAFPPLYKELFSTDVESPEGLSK
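A Gal4/UAS one-hybrid system in insect cells: metallothionein-promoter Gal4–ROR gamma fusion plus Photinus luciferase reporter. Copper sulfate 700 uM final, 20 hr ambient incubation, luminescent detection after 10 min with reagent.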
BRCA1 expr act = increases BRCA1 expression. MCF7-BRCA1-FFLuc reporter, luminescence, 48 h; response scale: scaled: vehicle 0%, 10 µM genistein 100%. Potency, µM (highest dose often 46.1 µM), without a hit: at the top dose activation, actives largely listed as activators. 380,000 tested, 1.1% active. AID 624202; also: potency is read from the fitted curve at half-maximal effect; nearly all actives have a fitted effect of over 80% in size; some results filed as inactive show a strong effect at the top dose
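Compounds are tested at multiple concentrations on MCF7 BRCA1-luciferase reporter cells seeded at 2000 per well; after 48 h, a single luminescence end-point is taken and curves fitted to the normalized data.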
p53 reactivation = mutant p53 re-activation in reporter cells; H1299 p53-A138V BP100-luciferase reporter, luminescence, 24 h; 320,000 tested, 0.063% active; Potency, µM (titrated, usually from 92.2 µM), without a hit: top-dose activity change, positive = activation, hits mostly activators; AID 504706; also: potency is read from the fitted curve at half-maximal effect; % of control where 0% means no effect; nearly all actives have a fitted effect of over 45% in size
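H1299 (p53-null), stable ts p53-A138V + BP100-Luc; 1000 cells/well, Opti-MEM/10% FBS; cpd 4 pt, 1:5; 24 h, 37 deg C, 5% CO2; detection reagent 10 min RT; luminescence.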
Rab9 prom act = activates the Rab9 promoter; 320,000 tested, 2.8% active; Potency, µM (highest dose often 9.22 µM), for the others: top-dose activation, negative = inhibition, most hits filed as activators; AID 485297; Huh7 Rab9 promoter-luciferase reporter, luminescence, 24 h; also: potency is read from the fitted curve at half-maximal effect; % of control where 0% means no effect; nearly all actives have a fitted effect of over 60% in size
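Stable Rab9-luc Huh7, 1500 cells/well, 2 h settle; cmpd in DMSO, 24 h, 37 °C/5% CO2; luciferase reagent 10 min RT; luminescence.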
Menin MLL FP TR = displaces Texas Red mutant MLL peptide from human menin. Menin + Texas Red MLL mutant peptide, fluorescence polarization. Potency, µM (series often up to 61.6 µM), for the others: top-dose FP activity change, negative = inhibition, usual class: inhibitors. 270,000 tested, 0.23% active; active = well fitted inhibition curve with a large enough effect in the polarisation, with a control signal flat, not every such curve was filed as active; inconclusive = small, poorly fitted or top-dose-only effect, or effect the other way, or a change in a side signal; inactive = no such curve, though single readings can be large or run the other way; the % refers to the polarisation; also: potency is read from the fitted curve at half-maximal effect; % of control where 0% means no effect; many of its hits are not listed in these tables
FLuc counter = counter-screen for miR-21 project: firefly luciferase inhibitors or activators. P08659. purified FLuc, Km substrates, luminescence inhibition. Potency, µM (highest dose often 57.5 µM), for inactives: at the top dose activity change, negative = inhibition, most hits filed as inhibitors. 360,000 tested, 6.9% active;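 also: potency is read from the fitted curve at half-maximal effect; plate controls were vehicle for no effect and reference inhibitor for full effect; nearly all actives have a fitted effect of over 55% in size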
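Purified P. pyralis luciferase (10nM final) with 10uM D-luciferin and 10uM ATP (Km levels) in 50mM Tris acetate pH 7.5, 10mM Mg acetate, 0.01% Tween-20, 0.05% BSA; qHTS 6-point titration, ~60 µM downward; luminescence read.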
PKM2 activator = PKM2 (human) enzyme activation | AID 1631 | 260,000 tested, 0.34% active | Potency, µM (titrated, usually from 57.5 µM), inactives show top-dose activation, actives largely listed as activators | P14618 | purified PKM2, Kinase-Glo ATP luminescence, activation; response scale: 0% is enzyme alone, no compound; also: potency is read from the fitted curve at half-maximal effect; % is scaled to controls: 0 for no effect and ±100 for the full control effect; nearly all actives have a fitted effect of over 55% in size
Target sequence (P14618 whole entry, looked up): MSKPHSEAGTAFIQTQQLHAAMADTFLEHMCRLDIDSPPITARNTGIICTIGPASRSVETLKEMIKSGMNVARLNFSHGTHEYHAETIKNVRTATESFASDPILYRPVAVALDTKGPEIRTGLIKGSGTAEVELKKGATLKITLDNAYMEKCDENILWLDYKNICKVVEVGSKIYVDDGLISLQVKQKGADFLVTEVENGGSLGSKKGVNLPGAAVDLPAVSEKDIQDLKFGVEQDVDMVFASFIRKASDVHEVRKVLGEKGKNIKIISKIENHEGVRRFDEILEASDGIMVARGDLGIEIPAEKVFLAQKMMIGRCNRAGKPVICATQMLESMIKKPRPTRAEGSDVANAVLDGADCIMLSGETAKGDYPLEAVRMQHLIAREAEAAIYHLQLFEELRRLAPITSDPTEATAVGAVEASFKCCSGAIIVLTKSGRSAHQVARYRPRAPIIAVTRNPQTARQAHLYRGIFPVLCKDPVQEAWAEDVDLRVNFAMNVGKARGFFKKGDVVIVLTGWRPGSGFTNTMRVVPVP
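hPK-M2, >95% pure; 0.1 mM ADP / 0.5 mM PEP final; imidazole pH7.2 buffer w/ 7 mM MgCl2, 50 mM KCl; 1 h RT; Kinase-Glo lum. Intermediate enzyme activity for dual inhibitor/activator qHTS.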
Starred values were filed as active, the others as inactive; ? = inconclusive; · = not tested or not shown; & = joins results of further samples; [ ] = remark or other dose. Unless noted, calls follow the shape of the dose curve; as a rule, active = well fitted curve in the direction sought with a large enough effect; inconclusive = small, poorly fitted or top-dose-only effect, or another doubt; inactive = no such curve, though single readings can be large; an effect the other way counts as inactive or inconclusive.

SMILES	Gal4-VP16 FLuc	ELG1 genotox	NPC1 promoter act	Giardia killer	RORgamma inh	BRCA1 expr act	p53 reactivation	Rab9 prom act	Menin MLL FP TR	FLuc counter	PKM2 activator
CC1(C)Oc2ccc3ccc(=O)oc3c2CC1O (stereo not drawn)	1%&-19%	1%	-2%	-13	-6%[1.91 µM]	-3%	7%	-2%	8%&3%	2%	-2%
Cc1[nH]c(=O)[nH]c(=O)c1/C=N/NC(=O)[C@H](CC(C)C)NC(=O)OC(C)(C)C	-5%	1%	-4%	14	34%	-11%	4%	-10%	1%	-45%	1%
COCCn1c(Cc2cccn2C)nnc1SCC(=O)Nc1nccs1	-5%	0%	-1%	7	2%	10%	1%	-5%	-21%	-4%	0%
Cc1onc(-c2c(F)cccc2Cl)c1C(=O)OCC(=O)NC(=O)NCC(C)C	-7%	-3%	-7%	15	?	-13%	0%	0%	0%	2%	·
CN1C(=O)C(=C2CCCCCC2)SC1=S	-20%	0%	2%	7	?	-9%	7%	-1%	-14%	-16%	3%
Cc1nn(-c2ccccn2)c2c1C(=O)CC(C)(C)C2Br (stereo not drawn)	-3%	-2%	4%	-18	9%	-6%	-5%	-5%	·	0%	-8%
CCn1c(CS(=O)Cc2ccc(Cl)cc2Cl)nnc1SCc1c(Cl)cccc1Cl (stereo not drawn)	1%	-8%	-4%	6	53%	-33%	6%	-4%	-27%	5%	-6%
CCN(CC(=O)Nc1ccc(NC(C)=O)cc1)C(=O)c1cccnc1Sc1ccc(C)c(C)c1	·	4%	0%	3	·	-34%	-5%	-6%	·	?	·
CCOC(=O)C1CCCN(C(=O)c2cn(C)c3ccc(S(=O)(=O)N(C)C)cc3c2=O)C1 (stereo not drawn)	7%	0%	-1%	11	-2%	3%	-22%	-6%	-3%[11.7 µM]	0%	0%
O=C(CSC1=NC(=O)C(c2ccccc2)C(=O)N1)Nc1ccccc1Cl (stereo not drawn)	1%	-1%	-1%	-13	2%	-10%	7%	0%	3%	3%	3%
CC(C)Cc1csc(NC(=O)c2ccc(Cl)cc2)c1C(=O)O	-8%	0%	11%	?	33%	54%	?	0%	?	?	1%
CCOc1ccccc1NC(=O)COC(=O)C(CC(C)C)N1C(=O)C2CC=CCC2C1=O (stereo not drawn)	-3%	-3%	2%	-1	-12%	-11%	0%	-1%	5%	-2%	11%
COc1ccc2oc(C(=O)N3CCCc4ccccc43)c(C)c2c1	·	16%	?	-5	·	?	25%	?	·	19µM*	·
Cc1c(NS(=O)(=O)c2cc(C(=O)O)ccc2Cl)c(=O)n(-c2ccccc2)n1C	-18%	0%	3%	40[activator]	-16%	2%	-1%	5%	1%	0%	·
O=C(COc1coc(CN2CCc3ccccc3C2)cc1=O)Nc1ccc(Cl)cc1	·	0%	-2%	-8	·	-8%	1%	-3%	·	7%	·
CN(CC(=O)N1CCc2ccccc21)S(=O)(=O)c1cccc2cccnc12	3%	-7%	-2%	2	3%	0%	-5%	-6%	3%[11.7 µM]	6%	-7%
Cc1c(Br)c([N+](=O)[O-])nn1C(C)C(=O)NCC1CCCO1 (stereo not drawn)	-8%	0%	-1%	0	25%	1%	5%	-3%	14%	-1%	-14%
O=C(Nc1ccc(S(=O)(=O)N2CCc3ccccc32)cc1)c1ccco1	-9%	-10%	-1%	1	?	-45%	2%	-4%	?	0%	?
O=C(Nc1ccccc1Cl)c1cc2ccccc2o/c1=N\O	?	16µM*	3.2µM*	5	?	66%	?	2.5µM*	?	2.1µM*	4%
Cc1ccc(Cn2c([N+](=O)[O-])cnc2C)cc1	-15%	0%	-1%	-14	-3%	-18%	-2%	3%	-10%	3%	-7%
O=[N+]([O-])c1ccc(O)c2cccnc12	-22%	-4%	-1%	8	?	-4%	2%	4%	2%	0%	1%
O=C1N(Cc2cccc(Cl)c2)C[C@@H]2C[C@@H](c3cccn3-c3nccs3)N3CCC[C@@]123	19%	-7%	?	-3	-27%	-39%	4%	-2%	-9%	5%	2%
CCN(CC(=O)Nc1ccccc1C(F)(F)F)C(=O)c1oc2c(Cl)cccc2c1C	·	-8%	-2%	4	·	-19%	-4%	-1%	·	2%	·
CC(=O)N1CCOc2ccc(S(=O)(=O)N3CCC(C)CC3)cc21	-1%	-1%	1%	3	-34%	4%	-6%	0%	0%	9%	2%[0.46 µM]
COc1ccccc1C1CCN(Cc2cccc3ccccc23)CC1	-1%	-13%	-27%	4	30%	-40%	5%	-11%	?	6%	·
CCC(CC)C(=O)NCCc1cc2ccc(OC)cc2[nH]c1=O	-3%	1%	-1%	7	6%	-2%	-1%	-4%	7%	-5%	-5%
C#CCOCCOCCOCCNc1nc(N2CCOCC2)nc(N2CCN(C(=O)Cn3cc(CCCN=C(N)N)nn3)CC2)n1	-5%	0%	-5%	-11	-42%	4%	-6%	-7%	-8%	0%	0%
O=C(COC(=O)CCc1c[nH]c(=O)[nH]1)Nc1ccccc1	-4%	-3%	-1%	13	17%	-3%	-7%	8%	26%	-7%	-15%
COc1ccc(N/C=C2/CCCCC2=O)cc1	3%	3%	?	-7	?	37%	?	?	15%	15µM*	0%
O=C(NCc1ccccc1F)C1CC(=O)N(c2ccc3c(c2)OCCO3)C1 (stereo not drawn)	·	6%	2%	10	·	4%	6%	-3%	·	?	·
CCOC(=O)CCNC(=O)N1CCCC(C(=O)c2ccc3c(c2)OCO3)C1 (stereo not drawn)	1%	5%	-4%	11	16%	-13%	1%	-2%	-2%	0%	-1%
CC(C)Cn1c(=O)oc2ccccc21	-1%	0%	-3%	-3	2%	16%	3%	2%	0%	-2%	-6%
Cc1cc(NC(=O)CSc2nc3c(cc2C#N)CCCC3)no1	0%	?	2.5µM*	-7	22%	-6%	?	1.6µM*	-8%	?	?
O=C(NCc1ccc2c(c1)OCO2)c1nc(Cn2cc(Br)cn2)no1	13%	1%	-3%	14	22%	1%	-1%	-3%	11%	4%	30%
COCc1nc2ccccc2n1Cc1cccc(C)c1	2%	1%	-2%	-9	13µM*	12%	16%	0%	-14%	-3%&2%	-7%
O=C(Nc1ccccc1-c1ccccc1)c1ccc(=O)[nH]n1	9%	?	26%	3	36%	54%	·	27%	2%	?	3%
CN(Cc1ccccc1)C(=O)c1ccc2c(c1)NC(=O)C(N1CCOCC1)S2 (stereo not drawn)	-3%	-7%	-1%	-4	18%	-8%	1%	0%	0%	-2%	0%
Cc1nc(Cl)sc1C(=O)Nc1ccccc1Cl	·	3%	0%	-4	·	0%	·	-1%	10%	-16%	2%
Cc1ccc(C(c2nnnn2C2CCCCC2)N(C)C2CCCCC2)cc1 (stereo not drawn)	13%	2%	1%	19	-22%	-32%	2%	-1%	?	3%	3%
Cc1cccn2c(=O)c(/C=C(\C#N)C(=O)NCc3ccco3)c(N3CCOCC3)nc12	2%	-2%	-1%	-6	5%	-20%	-3%	-5%	·	1%	-7%
O=C(N/N=C/c1c[nH]c2ccccc12)C1CC1(c1ccccc1)c1ccccc1 (stereo not drawn)	?	-8%	-1%	1	?	-95%[inhibitor]	1%	2%	?	0%	11%
O=C(O)CCCCCNS(=O)(=O)c1cccc2nsnc12	-9%	2%	-3%	13	-7%	0%	-4%	-9%	·	-1%	3%
COc1ccc(CNn2cnnc2)c(O)c1	-5%	1%	-1%	-4	-25%	-8%	?	9%	-7%	4%	5%[11.5 µM]
O=C(CSc1nnc(-c2cccnc2)n1-c1ccccc1)Nc1ccc2c(c1)OCO2	-8%	-1%	-2%	11	7%	10%	-5%	-6%	12%	3%	0%
Cc1ccc(C)c(Nc2ccc3nonc3c2[N+](=O)[O-])c1	2%	5%	-1%	12	?	8%	0%	4%[1.84 µM]	?	-1%	·
O=C(NCCN1CCOCC1)c1cc([N+](=O)[O-])ccc1Cl	-12%	-3%	-5%	-2	3%[1.91 µM]	-14%	·	-3%	2%	3%	3%
O=C1C=C(c2ccc(F)c(Cl)c2)C[C@@H](c2ccc(F)cc2)C1	·	1%	0%	-3	·	-20%	11%	-1%	·	-4%	·

This is a subset; count on the stated rates, not on these rows.
